High-throughput results deposited in PubChem BioAssay by Broad Institute.
ERAP1 HTS inh – human ERAP1 aminopeptidase inhibitors, primary screen, biochemical, single point, plate reader. inhibition, % at 10.7 µM. AID 652197, 2013. recombinant ERAP1, Leu-AMC fluorescence, 60 min. 0.15% of 340,000 active. Endoplasmic reticulum aminopeptidase 1 (Homo sapiens), Q9NZ08;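 active = mean replicate inhibition of at least 30%, or all replicates individually reaching that 30% level; inactive = mean below 30% and not every replicate reaching it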;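 also: 0% = neutral control wells and 100% = L-leucinethiol positive control wells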
Target sequence (Q9NZ08 whole entry, looked up): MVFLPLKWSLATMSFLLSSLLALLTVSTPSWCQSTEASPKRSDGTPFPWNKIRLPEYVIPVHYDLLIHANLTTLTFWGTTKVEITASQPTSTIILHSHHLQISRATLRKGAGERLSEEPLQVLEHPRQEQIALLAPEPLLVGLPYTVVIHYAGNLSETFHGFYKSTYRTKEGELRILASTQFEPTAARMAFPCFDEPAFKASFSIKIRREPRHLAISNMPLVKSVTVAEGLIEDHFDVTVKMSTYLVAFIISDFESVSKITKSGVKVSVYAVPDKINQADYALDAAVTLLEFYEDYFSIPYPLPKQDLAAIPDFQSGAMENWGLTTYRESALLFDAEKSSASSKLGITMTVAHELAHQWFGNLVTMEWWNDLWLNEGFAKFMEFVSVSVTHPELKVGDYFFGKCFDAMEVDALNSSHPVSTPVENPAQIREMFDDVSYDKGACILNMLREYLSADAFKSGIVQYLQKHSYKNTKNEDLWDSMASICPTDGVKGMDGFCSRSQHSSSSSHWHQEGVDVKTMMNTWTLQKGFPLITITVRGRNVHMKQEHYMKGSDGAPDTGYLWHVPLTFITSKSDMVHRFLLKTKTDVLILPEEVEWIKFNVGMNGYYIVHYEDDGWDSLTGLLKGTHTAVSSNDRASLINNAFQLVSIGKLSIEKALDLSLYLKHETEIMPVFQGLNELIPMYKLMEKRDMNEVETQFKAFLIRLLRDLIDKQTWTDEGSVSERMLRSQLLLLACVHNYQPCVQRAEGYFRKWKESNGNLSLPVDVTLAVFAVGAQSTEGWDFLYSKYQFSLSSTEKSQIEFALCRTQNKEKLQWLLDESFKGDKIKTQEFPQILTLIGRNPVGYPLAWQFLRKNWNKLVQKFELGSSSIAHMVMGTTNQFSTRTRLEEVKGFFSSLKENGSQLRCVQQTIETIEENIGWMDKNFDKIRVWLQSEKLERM
S100A4 inh HTS – inhibitors of S100A4-myosin IIA peptide binding, primary screen, biochemical, fluorescence polarization, TAMRA-MyoIIA peptide; Protein S100-A4 (Homo sapiens), P26447; inhibition, % at 10.7 µM; 0.14% of 360,000 active; AID 652163, 2013;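 active = mean inhibition of at least 70% across replicates, with every replicate also reaching that level; inconclusive = mean inhibition reaches 70% but some replicates fall short; inactive = mean inhibition below 70%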
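Material: S100A4 monomer (human). Medium: Calcium-containing HEPES buffer, pH 7.2. Probe or stimulus: labelled myosin peptide probe, 5 nM. Compound dosing: one concentration per compound. Timing: polarization read 5 min after assay mix addition, stable 5–60 min. Benchmarks: DMSO as neutral control, TFP as positive control.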
PglD inh – C. jejuni PglD acetyltransferase inhibitors, primary screen, biochemical, DTNB colorimetric, single point; UDP-N-acetylbacillosamine N-acetyltransferase PglD (Campylobacter jejuni); purified PglD enzyme, DTNB colorimetric CoA detection; inhibition, % at 12.5 µM; 0.098% of 360,000 active; in the data active = inhibition above about 16%, passing the limit was not always enough; inconclusive = no clear call, values can overlap the other calls; also: strong numbers were not always called active
FN deposit inh – inhibitors of fibronectin matrix deposition, primary screen, AH1F cells, Alexa488-fibronectin fluorescence, plate reader | AH1F fibroblasts, overnight | inhibition, % at 12.6 µM | 0.086% of 350,000 active | AID 743247, 2014;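 active = mean inhibition across replicates of 30% or more, regardless of how many single replicates reach that level; inconclusive = mean under 30% yet at least half of replicates reach 30%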;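 also: positive control wells lacked labelled fibronectin entirely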
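Assay system: AH1F fibroblasts assembling fluorescent fibronectin matrix; Amount: 10000 AH1F cells per well; Buffer or medium: DMEM, 2% serum; Probe or stimulus: Alexa488-fibronectin, 24 nM final in well; Doses: single compound dose, delivered by pin transfer; Incubation: 1 h adhesion, overnight exposure; Measured by: fluorescence 485/525 nm; Read-out: fibronectin deposition inhibition.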
PAX8 inh HTS – inhibitors of PAX8-driven TPO luciferase reporter, primary screen, RMG-I cells, single concentration | 1.2% of 360,000 active | AID 652154, 2013 | inhibition, % at 12.6 µM | SteadyGlo, 24 h;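 active = mean replicate inhibition at least 60% with every replicate also reaching 60%; inconclusive = only one of the two criteria is met; inactive = mean below 60% and not all replicates reaching 60%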;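 also: luciferase light reporting Pax8 driven TPO promoter activity; plate controls were median of neutral control wells for no effect and mitoxantrone controls for full effect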
LGR2 antag – inhibitors of bursicon-induced LGR2 CRE-luciferase signal, primary screen, cell-based, HEK293, CRE-luciferase reporter, bursicon stimulation; Drosophila bursicon receptor LGR2 (rickets); bursicon-stimulated, 4 h; inhibition, % at 9.99 µM; 0.35% of 380,000 active;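 active = drop in luminescence signal, shown as inhibition above about 50% in the replicate tests, limit read from the data, passing the limit was not always enough; inconclusive = probably only some replicates passing the limit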;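 also: agonist challenge used bursicon conditioned medium at about half maximal strength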
EWS-Fli block – EWS/Fli-driven NR0B1 reporter inhibitors, primary screen, A673 cells, NR0B1 luciferase, luminescence, MLPCN library. viability-normalised. inhibition, % at 12.6 µM. 0.67% of 350,000 active;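 active = mean inhibition of at least 50% after viability correction, with every replicate also passing that limit; inconclusive = mean reaches 50% but only one of two replicates passes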;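 also: firefly luciferase signal divided by Alamar Blue viability fluorescence both relative to DMSO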
PGC1a acetyl inh – inhibitors of PGC1a acetylation signal, primary screen, cell-based, U2OS, AlphaScreen, inhibitor mode; AlphaScreen anti-acetyl-lysine; with virally co-expressed GCN5 acetyltransferase; inhibition, % at 15.6 µM; 0.17% of 350,000 active;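 active = every replicate shows inhibition of at least 40%; inconclusive = mean inhibition at least 40% but some replicate below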;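 also: 0% = neutral control wells and 100% = positive control wells; some results beyond the cut were filed as inactive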
Numbers without * were called inactive; ? = inconclusive; . = no result given. This is a random part of the collection; about 2.1% have a hit in one of these screens.

Below each SMILES – ERAP1 HTS inh	S100A4 inh HTS	PglD inh	FN deposit inh	PAX8 inh HTS	LGR2 antag	EWS-Fli block	PGC1a acetyl inh
CCc1cc2c(=O)c(-c3nc4ccccc4n3C)c(C)oc2c(CN2CCOCC2)c1O
  2	-4	5	.	.	8	10	7
COc1ccc(N(CC(=O)Nc2ccc3c(c2)OCO3)S(=O)(=O)c2ccc(C)cc2)cc1OC
  1	-5	-4	-3	0	-22	7	0
COc1ccccc1OCC(=O)Nc1c2c(nn1-c1ccc(F)cc1)CS(=O)(=O)C2
  1	-4	1	3	.	15	-1	.
COc1ccc(Cl)cc1CSc1ncn[nH]1
  1	-1	-2	-3	14	.	7	-32
CC(CCc1ccccc1)NC(=O)Cn1cccc1C(=O)c1ccccc1 (stereo unspecified)
  1	-9	-5	-3	-5	-5	3	-4
Cc1ccc(CN2CCN(CC(=O)O)C2=O)cc1
  7	-1	.	15	2	3	10	0
COc1ccc2c3c(n(C)c2c1)[C@H](CO)N(C(=O)C1CCC1)CC31CCN(CC2CCCC2)CC1
  -1	7	.	-3	6	1	-2	-7
COc1cccc(CNC(=O)[C@H]2CCCN2C(=O)[C@H]2CCCN2C(=O)c2ccc(F)cc2)c1
  -2	0	.	1	-12	3	5	.
COc1ccccc1NC(=O)c1cc(C(=O)Nc2ccccc2OC)cc([N+](=O)[O-])c1
  -1	0	3	1	-14	-1	10	.
O=C(Nc1ncccn1)C1CCCN1S(=O)(=O)c1ccc(Cl)c(Cl)c1 (stereo unspecified)
  -5	-3	-3	.	.	30	6	1
C[C@H](CO)N1C[C@H](C)[C@H](CN(C)C(=O)c2ccc3c(c2)OCO3)Oc2ncc(C3=CCCCC3)cc2C1=O
  -1	9	4	-9	-13	10	-9	1
C[C@@H]1CN([C@@H](C)CO)C(=O)c2cc(NC(=O)Nc3ccc(C(F)(F)F)cc3)ccc2O[C@@H](C)CCCCO[C@@H]1CN(C)C(=O)CCCN(C)C
  .	.	1	.	4	7	-1	3
Cc1c(NC(=O)c2ccc(N(C)S(=O)(=O)c3ccccc3)cc2)c(=O)n(-c2ccccc2)n1C
  0	5	4	-2	1	-6	4	-2
CN1c2ccc(C3=CCCCC3)cc2[C@H]2[C@H](CCN2C(=O)NC2CCCC2)[C@@H]1CO
  -5	-2	.	.	.	.	7	-22
CN(C(=O)C1CCCO1)C1CCS(=O)(=O)C1 (stereo unspecified)
  1	-2	.	-1	-15	-9	-4	.
O=C(Nc1ccc(Cl)cc1)Nc1ccc(N2CCC(C(F)(F)F)CC2)nc1
  2	3	0	-10	-17	.	-2	-5
FC(F)(F)c1cccc(NC(=S)N(CCCN2CCCC2)Cc2cccn2Cc2ccc(Cl)cc2)c1
  -1	1	7	-8	28	28	19	-1
CCC(=O)NC[C@@H]1[C@H](c2ccccc2)[C@@H](CO)N1C(=O)C1CCC1
  .	5	-1	.	6	0	-4	-8
Cc1ccccc1-n1nc2c(c1NC(=O)c1cccs1)CS(=O)(=O)C2
  -3	0	10	5	7	2	.	2
O=C(C[C@H]1CC[C@H](NC(=O)Nc2ccccc2F)[C@@H](CO)O1)NCc1ccc(-c2ccccc2)cc1
  .	2	.	-1	0	5	-4	.

The final 2 records of the part above open the next one:
Below each SMILES – ERAP1 HTS inh	S100A4 inh HTS	PglD inh	FN deposit inh	PAX8 inh HTS	LGR2 antag	EWS-Fli block	PGC1a acetyl inh
Cc1ccccc1-n1nc2c(c1NC(=O)c1cccs1)CS(=O)(=O)C2
  -3	0	10	5	7	2	.	2
O=C(C[C@H]1CC[C@H](NC(=O)Nc2ccccc2F)[C@@H](CO)O1)NCc1ccc(-c2ccccc2)cc1
  .	2	.	-1	0	5	-4	.
Cn1c(N2CCOCC2)cc(=O)n(C)c1=O
  2	0	7	8	16	10	3	5
CCOc1ccccc1N1CCN(c2ncnc3scc(-c4ccc(OC)cc4)c23)CC1
  3	-1	-3	0	.	43	.	.
CC(C)Oc1ccc(Cc2cnc(=S)[nH]c2N)cc1
  2	0	7	-3	1	?	8	.
Cc1cc(C)c(C)c(S(=O)(=O)ON2C(=O)c3ccccc3C2=O)c1C
  4	2	1	.	.	5	56*	-9
Cc1ccc(CNC(=O)c2cccc3c2C(=O)c2ccc(N4CCC(C)CC4)cc2S3(=O)=O)cc1
  1	1	-3	-11	-26	-4	-40	2
O=S(=O)(NCc1ccco1)c1ccccc1Br
  -2	-6	2	-4	-11	-3	1	.
CCc1ccc(-n2c(SCC(=O)NC3CCS(=O)(=O)C3)nc3ccccc3c2=O)cc1 (stereo unspecified)
  0	-2	-4	1	8	-8	-1	4
O=C(CN1C(=O)C(=O)N(C2CCCC2)C1=O)Nc1ccc(F)cc1F
  0	-8	-7	2	0	-14	-2	.
COC(=O)c1cc(NC(=O)c2cccc([N+](=O)[O-])c2C)ccc1Cl
  -3	3	-4	7	11	-6	-8	3
COc1ccc(NC(=O)COC(=O)c2c(-c3ccccc3)noc2C)cc1
  0	-7	-3	.	.	0	9	-4
O=c1[nH][nH]c(-c2ccccc2)c1C=Nc1ccc(Cl)cc1
  .	.	-2	0	2	.	.	9
Cc1cc(-c2onc(C)c2C(N)=O)no1
  -1	4	.	3	-15	4	5	-1
O=C(Cc1ccccc1)N1CC[C@@H]2[C@@H](CO)Nc3ccc(-c4ccccc4F)cc3[C@@H]21
  -3	13	3	-15	4	-3	10	-10
Cc1ccccc1-n1c(SCC(=O)c2c(N)n(C)c(=O)n(C)c2=O)nnc1-c1cccnc1
  5	-7	.	-2	18	-2	-7	.
CC(=O)c1c(C)[nH]c(C(=O)OCC(=O)c2ccc(Br)cc2)c1C
  10	-1	.	3	-25	-3	-11	3
O=C(CCNS(=O)(=O)c1cccc(C(F)(F)F)c1)NCc1ccco1
  0	0	-3	4	-8	-1	1	0
COc1ccc(S(=O)(=O)NCC2CCCN(C(=O)c3cccnc3)C2)cc1 (stereo unspecified)
  -2	2	.	-13	3	24	1	.
COc1cccc(C(=O)OCC(=O)N2CCc3ccccc3C2)c1
  3	1	12	2	.	1	4	-2
O=C(NCc1cccnc1)c1ccc(S(=O)(=O)N2CCCCC2)cc1
  .	.	1	-3	.	-11	.	-1
CCc1ccc2c(c1)cc(CN(C(=S)Nc1cccc(C)c1)C1CC1)c1nnnn12
  -7	-2	-3	.	.	19	15	3
CCc1cnc(N2[C@@H](C#N)[C@H](c3ccc(C4=CCCCC4)cc3)[C@@H]2CO)s1
  1	3	4	-2	16	-4	-4	-15
Cc1ccc(S(=O)(=O)Nc2ccc(NC(=O)c3cccnc3)cc2)cc1
  -1	-9	-10	-3	2	25	16	.
O=C(Nc1cccc(Cl)c1)c1nc[nH]c1C(=O)Nc1ccccc1F
  0	0	5	1	-22	.	-2	-6
COc1ccc(CN(C)C[C@@H]2Oc3c(NC(=O)Nc4ccc5c(c4)OCO5)cccc3C(=O)N([C@@H](C)CO)C[C@H]2C)cc1
  -4	10	5	.	-121	-3	-11	.
O=C([C@H]1N[C@H]2c3ccc(-c4ccccc4F)c(=O)n3C[C@H]2[C@@H]1CO)N1CCc2ccccc2C1
  1	-12	-3	.	10	-26	6	.
CCC(=O)N1C[C@@H](O)COC[C@@H]2O[C@@H](CC(=O)NCc3ccccc3Cl)CC[C@H]21
  1	-3	-3	1	.	20	.	5
C/C=C/c1ccc2c(c1)O[C@H](CN(C)Cc1cncnc1)[C@H](C)CN([C@@H](C)CO)S2(=O)=O
  -2	-30	6	-1	.	15	-7	1
O=C(NC1CCCC(C(F)(F)F)C1)c1ccc([N+](=O)[O-])o1 (stereo unspecified)
  -3	0	9	1	76*	11	22	.
CCCN1C(=O)c2[nH]nc(-c3ccccc3)c2C1c1ccc(C)cc1 (stereo unspecified)
  2	-4	.	-10	13	12	-11	.
Cc1c(CC(=O)NCC(=O)NCC(=O)O)c(=O)oc2cc3oc4c(c3cc12)CCCC4
  0	0	0	3	10	-3	8	.
CCc1ccc(Nc2cnn(-c3nc4ccccc4s3)c(=O)c2Cl)cc1
  1	-6	.	3	-82	-33	-62	.
COc1ccc(NC(=O)Nc2ccc3c(c2)C(=O)N([C@@H](C)CO)C[C@@H](C)[C@H](CN(C)Cc2ccc(C(=O)O)cc2)OCCCC[C@@H](C)O3)cc1
  2	14	-3	.	-6	-2	-7	-3
Cc1ccc(C(=O)NCC(=O)OCC(=O)c2ccccc2)s1
  0	6	-1	7	-11	-17	0	1
CCC(=O)Nc1ccc2c(c1)OC[C@H](C)N(CCc1ccccc1)C[C@H](C)[C@H](OC)CN(C)C2=O
  .	.	.	6	-11	6	-5	-3
Cc1cccc(S(=O)(=O)N[C@H]2CC[C@@H](CCNS(=O)(=O)c3ccccc3F)O[C@H]2CO)c1
  3	-3	0	3	13	3	-1	1
O=C(/C=N/O)NCCN1CCCCC1
  1	6	4	.	.	7	2	17
C[C@H](CO)N1C[C@H](C)[C@H](CN(C)Cc2ccc(C(=O)O)cc2)Oc2ccc(NC(=O)C3CCCCC3)cc2CC1=O
  -1	70	-3	.	-31	-4	-2	11
O=C(NCCO)c1ccc2nc(Cc3cccc(Cl)c3)oc2c1
  15	2	-5	3	-8	-2	-7	8
